aSyn yeast inh = inhibitors of alpha-synuclein toxicity in yeast | Yeast expressing alpha-synuclein, growth rescue, BacTiter-Glo, 24 h | Potency, µM (highest dose often 46.1 µM), without a hit: at the highest dose growth rescue (activation), actives largely listed as activators | actives 0.14% (n = 370,000); also: potency is read from the fitted curve at half-maximal effect; % of control where 0% means no effect; nearly all actives have a fitted effect of over 65% in size
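Screening used galactose-induced yeast with toxic alpha-synuclein levels, exposed to compound for 24 hr at 30 deg C. Cell growth, read with BacTiter-Glo luminescence, gave the measured signal.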
PLK1 PBD block = blocks phosphopeptide binding to human PLK1 polo-box domain. AID 720504. actives 2.8% (n = 360,000). Potency, µM, inactives show max response, negative = inhibition, most hits filed as inhibitors. Plk1 PBD binding of FITC phosphopeptide, fluorescence polarization. P53350; also: potency is read from the fitted curve at half-maximal effect; series mostly up to about 57 µM; % is scaled to controls: 0 for no effect and ±100 for the full control effect; nearly all actives have a fitted effect of over 65% in size
EPAC1 ag = agonists of human EPAC1; Potency, µM (titrated, usually from 154 µM), inactives show at the top dose activation, most hits filed as activators; actives 0.073% (n = 360,000); EPAC1 agonist qHTS, biochemical assay; response scale: 100% = response to 6.5 mM cAMP; AID 720707; O95398; also: potency is read from the fitted curve at half-maximal effect; nearly all actives have a fitted effect of over 60% in size
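EPAC1 100 nM, Rap1B–BODIPY-GDP 250 nM, unlabeled GDP 50 uM; compound titration; 5 min RT; kinetic read ex480/em540 at 5-min intervals ×30 min; data normalized to 6.5 mM cAMP agonist control.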
Abeta yeast res = restores growth of yeast expressing A-beta42 peptide. yeast expressing A-beta42, growth rescue, OD600, 48 h; response scale: 0% DMSO, 100% iron-clioquinol control. Potency, µM (titrated, usually from 46.1 µM), for inactives: top-dose growth rescue, usual class: activators. actives 0.063% (n = 410,000); also: potency is read from the fitted curve at half-maximal effect; nearly all actives have a fitted effect of over 55% in size
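Yeast growth medium received pinned compounds, then yeast cells expressing toxic A-beta were added; plates incubated at 30 C for 48 hr. Growth read as absorbance at 600 nm, normalized to DMSO and equimolar FeCl3 plus clioquinol controls.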
EPAC1 antag = EPAC1 (human) antagonism. O95398. EPAC1 GEF assay, Rap1b-BODIPY-GDP exchange fluorescence. Potency, µM (titrated, usually from 115 µM), for the others: at the top dose activity change, negative = inhibition, most hits filed as inhibitors. actives 0.14% (n = 360,000). AID 720709;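 also: potency is read from the fitted curve at half-maximal effect; plate controls were vehicle for no effect and positive control for full effect; nearly all actives have a fitted effect of over 50% in size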
FUS yeast rescue = suppressors of FUS proteinopathy in yeast | S. cerevisiae FUS-expressing, growth rescue, OD600, 24 h | Potency, µM (doses to about 76.6 µM), for inactives: top-dose growth rescue (activation), usual class: activators | actives 0.24% (n = 390,000) | AID 1347120;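 also: potency is read from the fitted curve at half-maximal effect; plate controls were DMSO vehicle for no effect and reference control for full effect; nearly all actives have a fitted effect of over 55% in size; some results filed as inactive show a strong effect at the top dose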
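Galactose (2%) drives FUS expression in yeast precultured in raffinose; seeding density OD 0.005. Test compounds incubated 24hr at 30C and 99% humidity before absorbance at 600 nm was measured.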
WRN helicase inh = WRN helicase (human) inhibition. WRN helicase unwinding, fluorescent forked duplex, kinetic. Potency, µM (highest dose often 114 µM), for inactives: top-dose activity change, negative = inhibition, hits mostly inhibitors. actives 0.46% (n = 360,000); also: potency is read from the fitted curve at half-maximal effect; % is scaled to controls: 0 for no effect and ±100 for the full control effect; nearly all actives have a fitted effect of over 55% in size
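Enzyme (20 nM final) and test compound sit together 15 min at room temperature before substrate addition. Substrate is a single-forked duplex oligonucleotide (100 nM) labelled with fluorophore and quencher, with 2 mM ATP; helicase unwinding raises red fluorescence, read kinetically.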
PI5P4Ka inh = PI5P4K alpha (human) kinase inhibition. PI5P4Kalpha enzyme, ADP-Glo luminescence, 60 min; hits give low values. max response, %. actives 1.2% (n = 330,000); active = max response of -50% or lower; inconclusive = between -30% and -50%; inactive = -30% or higher; also: value at the top dose of about 77 µM; % is scaled to controls: 0 for no effect and ±100 for the full control effect
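ADP-Glo luminescence end-point after a 60 min room-temperature kinase reaction. PI5P4Kalpha and substrate in HEPES pH 7.4 buffer with EGTA, 0.1% CHAPS and 5% DMSO; ATP at 5 microM final.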
IL-2 act = activates IL-2 in a cell-based reporter assay; IL-2 activation reporter assay, cell-based qHTS; stimulated with anti-CD3/CD4/CD28 beads; in transgenic mouse T cells; activation, % (series mostly up to about 46 µM); actives 0.065% (n = 360,000); AID 652025; in the data active = activation above about 50%; inconclusive = mostly about 30% to 49%; also: 0% is about no effect
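Unstimulated transgenic mouse T cells preincubated 60 min with compound, then stimulated with anti-CD3/anti-CD4-coated beads plus anti-CD28 for 18 h at 37 degrees C. IL-2 response read as EGFP and DsRed fluorescence by plate cytometry.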
* marks the source's active call; other numbers are inactive results; u = inconclusive; x = no result given; [ ] = dose if it differs, or a comment. Unless noted, calls follow the shape of the dose curve; as a rule, active = well fitted curve in the direction sought with a large enough effect; inconclusive = small, poorly fitted or top-dose-only effect, or another doubt; inactive = no such curve, though single readings can be large; an effect the other way counts as inactive or inconclusive.

SMILES	aSyn yeast inh	PLK1 PBD block	EPAC1 ag	Abeta yeast res	EPAC1 antag	FUS yeast rescue	WRN helicase inh	PI5P4Ka inh	IL-2 act
O=[N+]([O-])c1ccc(-c2nc(=S)c3c(o2)CCCC3)cc1	-8%	-9%	-6%	-2%	4%	-7%	8%	-4	-2.1
CCOc1ccc(S(=O)(=O)N(C)c2ccc(OCC(=O)N3CCOCC3)cc2)cc1	-1%	-9%	16%	4%	1%	20%	3%	x	-1.4
COc1ccc(NC(=O)CSCC(=O)N2CCCc3ccccc32)cc1	1%	-8%	-1%	23%	-29%	3%	-3%	-5	-4.4
Oc1ccc(-c2[nH]ncc2-c2nc3ccccc3s2)c(O)c1	5%	-1%	9%	1%	10%	-12%	3%	-10	0.0
N#C/C(=C\c1ccc(C(=O)O)cc1)c1nc2sc3c(c2c(=O)[nH]1)CCCC3	-3%	u	32µM*	-5%	206%[activator]	22%	u	-50*	301*
COc1cccc(-c2cc(N)nn2C(=O)Nc2ccc(Cl)cc2)c1	-19%	-11%	12%	2%	-27%	35%	-5%	-27	-3.7
COc1ccccc1C(=O)C1CCCN(C(=O)CCc2ccccn2)C1 (stereo not drawn)	1%	-7%	-1%	8%	5%	2%	-3%	2	-1.2
CCC(C)c1ccccc1N1CC(C(=O)N2CCN(S(=O)(=O)c3cccc([N+](=O)[O-])c3)CC2)CC1=O (stereo not drawn)	-6%	-7%	13%	11%	-16%	32%	-3%	-5	-4.9
COc1cccc(NC(=O)N2CCC(NC(=O)C(Cc3ccccc3OC)NC(C)=O)CC2)c1 (stereo not drawn)	4%	9%	-3%	-8%	12%	-7%	-1%	-3	1.0
CCOc1ccc(NC(=O)CCn2ccnc2)cc1	3%	-3%	4%	-22%	0%	-8%	17%	0	0.0
O=C(O)c1cccnc1SC1CC(=O)N(c2ccc(OC(F)F)cc2)C1=O (stereo not drawn)	0%	-19%	10%	-4%	-2%	32%	-9%	-9	-1.8
Cc1cccc(Nc2nc(-c3ccc(F)c(C)c3)cs2)n1	-43%[inhibitor]	-1%	1%	u	-22%	17%	-7%	26	0.7
O=C(Nc1cccc(C(F)(F)F)c1)OCCN1CCN(Cc2ccccc2)CCC1=O	-9%	1%	-19%	-12%	1%	-17%	1%	0	0.3
N#CC1=C(SCC(=O)Nc2ccc(C(=O)O)cc2)NC(=O)CC1c1ccco1 (stereo not drawn)	-3%	-19%	7%	10%	10%	-8%	-6%[11.6 µM]	u	-0.6
CN(CC(=O)Nc1c(Cl)cccc1Cl)C(=O)CCC(=O)c1ccccc1	0%	-7%	2%	7%	0%	4%	4%	-4	-1.3
Cc1c(N=Cc2nc3ccccc3n2C)c(=O)n(-c2ccccc2)n1C	1%	-6%	4%	-5%	-15%	u	-4%	5	1.8
O=C(Nc1cccc(F)c1)c1ccc2c(c1)OCO2	-3%	1%	5%	-17%	-16%	13%	-10%	-3	0.6
O=C(Nc1ccc(F)cc1)Nc1ccccc1C(=O)NCCN1CCNC1=O	-3%	4%	1%	1%	8%	11%	4%	0	-1.8
CCNC(=O)NC(=O)COC(=O)c1cccc(NS(=O)(=O)/C=C/c2ccccc2)c1	0%	1%	3%	0%	-23%	x	-24%	16	-0.6
CSc1nc(NCCCO)c2c3c(sc2n1)CN(C)CC3	-6%	-4%	-4%	-6%	6%	-4%	1%	2	-0.4
CCOC(=O)[C@@H]1[C@H]2COc3ccccc3[C@@H]2N2C(=O)N(c3ccc(F)cc3)C(=O)[C@@]12C	3%	-2%	0%	5%	-12%	12%	4%	0	0.4
COc1ccc(C2(CNC(=O)c3ccccc3[N+](=O)[O-])CCOCC2)cc1	-2%	-19%	2%	-8%	-16%	12%	-26%	5	-0.7
CCOC(=O)C(NC(=O)c1ccccc1)(OCC1(CC)COC1)C(F)(F)F (stereo not drawn)	-1%	-9%	1%	-6%	2%	40%	4%	x	0.6
COc1ccc(-c2ccc(C#N)c(SCC(=O)NC3CC3)n2)cc1OC	3%	-3%	8%	15%	-15%	13%	-2%	-2	1.5
CCCCN1C(=O)C(O)(CC(=O)c2ccco2)c2cc(Br)ccc21 (stereo not drawn)	14%	-3%	-7%	2%	2%	-5%	7%	0	-0.9
CN1CCc2c(OCC(=O)N3CCCc4ccccc43)cccc2C1=O	3%	-12%	-2%	4%	-25%	16%	-4%	4	-1.0
Cc1ccc([N+](=O)[O-])cc1N(CC(=O)N1CCCCC1)S(C)(=O)=O	-2%	-14%	11%	-7%	-2%	6%	-6%	-8	0.9
CCOC(=O)c1ccc(NC(=O)NC2CC3CCC(C2)N3Cc2nnnn2Cc2ccco2)cc1 (stereo not drawn)	-3%	-7%	-6%	0%	-9%	35%	-7%	-8	-0.2
O=C1c2ccccc2C(O)(c2ncc[nH]2)N1CCc1ccccc1 (stereo not drawn)	2%	-3%	4%	6%	16%	19%	-6%	x	0.7
c1ccc(-c2cc(-c3ccc(N4CCOCC4)cc3)nc3ccccc23)cc1	-1%	-6%	12%	8%	-2%	20%	1%	9	-1.6
COc1ccc(NC(=O)C2Cc3ccccc3O/C2=N\O)cc1 (stereo not drawn)	-1%	3%	1%	8%	-8%	13%	1%	-1	4.3
Cc1nc2nc3c(cn2n1)C(=O)CC(C)(C)C3	1%	-1%	-3%	-3%	5%	9%	-15%	3	-2.7
COc1ccc(C(=O)Nc2ccc3c(c2)nc(CN2CCN(C(C)=O)CC2)n3C)cc1	-14%	0%	-3%	14%	3%	-12%	-1%	-2	-0.4
CN(Cc1nc(Cc2ccccc2F)no1)[C@@H]1CS(=O)(=O)C[C@H]1O	0%	-8%	3%	-1%	u	2%	-1%	4	0.2
CC(C(=O)Nc1cccnc1)N1C(=O)c2ccccc2C1=O (stereo not drawn)	1%	-3%	6%	-8%	13%	-7%	-1%	x	-1.8
COC(=O)C1=C(C)N(c2ccc(C)c(C)c2)/C(=C/c2ccc(O)cc2)C1=O	0%	-2%	-3%	-8%	-13%	-20%	-8%	4	-0.3

Nine entries from above, ordered by count of non-hydrogen atoms, low to high:
SMILES	aSyn yeast inh	PLK1 PBD block	EPAC1 ag	Abeta yeast res	EPAC1 antag	FUS yeast rescue	WRN helicase inh	PI5P4Ka inh	IL-2 act
Cc1nc2nc3c(cn2n1)C(=O)CC(C)(C)C3	1%	-1%	-3%	-3%	5%	9%	-15%	3	-2.7
CC(C(=O)Nc1cccnc1)N1C(=O)c2ccccc2C1=O (stereo not drawn)	1%	-3%	6%	-8%	13%	-7%	-1%	x	-1.8
COc1ccc(NC(=O)C2Cc3ccccc3O/C2=N\O)cc1 (stereo not drawn)	-1%	3%	1%	8%	-8%	13%	1%	-1	4.3
CN(Cc1nc(Cc2ccccc2F)no1)[C@@H]1CS(=O)(=O)C[C@H]1O	0%	-8%	3%	-1%	u	2%	-1%	4	0.2
CN1CCc2c(OCC(=O)N3CCCc4ccccc43)cccc2C1=O	3%	-12%	-2%	4%	-25%	16%	-4%	4	-1.0
COC(=O)C1=C(C)N(c2ccc(C)c(C)c2)/C(=C/c2ccc(O)cc2)C1=O	0%	-2%	-3%	-8%	-13%	-20%	-8%	4	-0.3
c1ccc(-c2cc(-c3ccc(N4CCOCC4)cc3)nc3ccccc23)cc1	-1%	-6%	12%	8%	-2%	20%	1%	9	-1.6
COc1ccc(C(=O)Nc2ccc3c(c2)nc(CN2CCN(C(C)=O)CC2)n3C)cc1	-14%	0%	-3%	14%	3%	-12%	-1%	-2	-0.4
CCOC(=O)c1ccc(NC(=O)NC2CC3CCC(C2)N3Cc2nnnn2Cc2ccco2)cc1 (stereo not drawn)	-3%	-7%	-6%	0%	-9%	35%	-7%	-8	-0.2

(next part)
SMILES	aSyn yeast inh	PLK1 PBD block	EPAC1 ag	Abeta yeast res	EPAC1 antag	FUS yeast rescue	WRN helicase inh	PI5P4Ka inh	IL-2 act
O=C(NNc1ccc(-c2csnn2)cc1)c1ccccc1C(F)(F)F	0%	-23%	6%	3%	-6%	-12%	-29%	0	-0.4
Cc1ccc(C(=O)C2=C(O)C(=O)N(Cc3ccccc3)C2c2cccnc2)o1 (stereo not drawn)	0%	u	1%	11%	-21%	17%	-5%	x	-2.0
COC(=O)c1c(C)[nH]c(C(=O)/C=C/c2ccc(C)cc2)c1C	-3%	-10%	7%	0%	-16%	-11%	-2%	7	0.8
Cc1ccc(-c2ccc(C(=O)NCc3ccccc3)o2)c2ccccc12	22%	-13%	-3%	-15%	-7%	24%	0%	0	-1.2
COC(=O)CC1C(=O)NCCN1C(=O)NC1CCCCC1 (stereo not drawn)	0%	-6%	4%	8%	-4%	0%	-5%	-1	2.6
CCC(CC)C(=O)OCC(=O)Nc1ccc(S(=O)(=O)N2CCOCC2)cc1OC	0%	0%	-7%	4%	17%	27%	6%	5	-0.3
C/C(=N\NS(=O)(=O)c1ccc(C(C)(C)C)cc1)c1ccccc1	6%	-5%	7%	u	-20%	-19%	-8%	3	-3.0
O=C(Oc1ccc2c(=O)c(Cl)coc2c1)c1ccncc1	14%	u	6%	1%	8%	-39%	-3%	-13	-0.1
CC(=O)N1CCN(C(=O)c2ccc(NS(=O)(=O)c3ccc4[nH]c(=O)[nH]c4c3)cc2)CC1	-1%	-1%	6%	1%	-3%	5%	-2%	8	1.1

Compound activity: PubChem BioAssay, National Center for Advancing Translational Sciences (NCATS)
